Anesthetic bind – candidate novel general anesthetic via apoferritin binding; apoferritin/1-aminoanthracene competitive binding, fluorescence; Potency, µM (top dose mostly 77.5 µM), for the others: at the top dose activity change, negative = displacement, usual class: inhibitors; actives 0.074% (n = 350,000); also: % is scaled to controls: 0 for no effect and ±100 for the full control effect; nearly all actives have a fitted effect of over 20% in size
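Probe: 1-aminoanthracene (50% saturated, PBS). Protein: horse-spleen apoferritin, 10 uM. Incubation: 10 min, room temperature. Detection: 380 nm excitation, 535 nm emission. Analysis: normalized response, four-parameter Hill.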
BAZ2B inh – blocks human BAZ2B | Potency, µM (doses to about 114 µM), for the others: at the highest dose activity change, negative = inhibition, usual class: inhibitors | Q9UIF8 | actives 4.4% (n = 360,000) | AlphaScreen BAZ2B-H3K14Ac peptide displacement | AID 504333; also: % is scaled to controls: 0 for no effect and ±100 for the full control effect; nearly all actives have a fitted effect of over 60% in size
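Complex of BAZ2B and biotin-H3K14Ac (50 nM apiece) forms over 30 min at RT, then faces library compounds up to 110 uM for another 30 min; AlphaScreen beads added, 20 min dark incubation, luminescence read.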
APE1 inh – blocks human APE1 abasic DNA cleavage. recombinant APE1, TAMRA/BHQ-2 abasic DNA cleavage fluorescence. Potency, µM (series often up to 65.8 µM), for the others: top-dose activity change, negative = inhibition, most hits filed as inhibitors. actives 0.35% (n = 350,000);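 also: plate controls were vehicle for no effect and reference inhibitor for full effect; nearly all actives have a fitted effect of over 55% in size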
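APE1 at 0.75 nM preincubated 15 min at room temperature with compound. Reaction then started with 50 nM double-stranded THF-abasic substrate labelled with TAMRA/BHQ-2, and 525/598 nm fluorescence read kinetically. Activity taken as third-minus-first read difference, normalized to DMSO and NSC13755 controls.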
BLM helicase inh – inhibitors of human Bloom syndrome helicase BLM | AID 2528 | Potency, µM (series often up to 56.1 µM), without a hit: top-dose activity change, negative = inhibition, actives largely listed as inhibitors | actives 0.2% (n = 350,000) | recombinant BLM DNA unwinding, fluorescence dequenching;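 also: plate controls were vehicle for no effect and no enzyme for full effect; nearly all actives have a fitted effect of over 35% in size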
G9a inh – G9a (human) methyltransferase inhibition | G9a H3K9 monomethylation, AlphaScreen, 2 h | actives 8.8% (n = 350,000) | Potency, µM (highest dose often 102 µM), for the others: at the top dose activity, negative = inhibition, most hits filed as inhibitors | Q96KQ7; also: % is scaled to controls: 0 for no effect and ±100 for the full control effect; nearly all actives have a fitted effect of over 75% in size
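Compounds were preincubated with 20 nM G9a for 15 min, after which biotinylated H3K9 peptide (500 nM) and SAM (20 uM) started a 2 h room-temperature reaction. Monomethylated product was quantified by antibody-based AlphaScreen chemiluminescence.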
POLK inh – inhibitors of human DNA polymerase kappa. Q9UBT6. purified Pol kappa, fluorescent DNA synthesis assay, 10 min. Potency, µM (titrated, usually from 107 µM), for inactives: at the top dose activity, negative = inhibition, usual class: inhibitors. actives 0.53% (n = 400,000); also: % is scaled to controls: 0 for no effect and ±100 for the full control effect
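Kinetic fluorescence readout at 0 and 10 min followed reaction start with substrate at 50 nM final. Beforehand, enzyme (10 nM Pol kappa) stood 15 min with compound at room temperature; buffer-only wells were negative controls.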
POLB inh – DNA polymerase beta (human) inhibition; P06746; Pol beta primer extension/strand displacement, fluorescence kinetic; Potency, µM (series often up to 114 µM), without a hit: top-dose activity change, negative = inhibition, usual class: inhibitors; actives 1.3% (n = 340,000); AID 485314; also: % is scaled to controls: 0 for no effect and ±100 for the full control effect
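10 nM enzyme + cpd, 15 min RT; start with substrate 50 nM final; read 0 min and after 10 min RT. Corrected, normalized data; 4-parameter Hill curve fit.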
Pol eta inh – DNA polymerase eta (human) inhibition; Q9Y253; recombinant Pol eta, fluorescent DNA replication assay; Potency, µM (titrated, usually from 114 µM), for inactives: at the top dose activity change, negative = inhibition, usual class: inhibitors; actives 1.2% (n = 390,000); also: % is scaled to controls: 0 for no effect and ±100 for the full control effect
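Pol eta at 10 nM preincubated with compounds 15 min at room temperature; reaction started with fluorescent substrate (50 nM final) and read kinetically at 0 and 10 min.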
Pol iota inh – blocks human DNA polymerase iota activity; actives 1% (n = 390,000); Pol iota fluorescent replication assay, 10 min; Potency, µM (highest dose often 115 µM), for inactives: at the top dose activity, negative = inhibition, actives largely listed as inhibitors; Q9UNA4; AID 588590
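Pol iota at 10 nM preincubated 15 min with compounds at room temperature; reaction started with fluorescent substrate, 50 nM final. Fluorescence read kinetically at 0 and 10 min; buffer-only wells as negative control.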
Active calls of the source: *; ? = inconclusive; . = no result given; [ ] = another dose, or the depositor's remark. Calls follow the shape of the dose curve; as a rule, active = well fitted curve in the direction sought with a large enough effect; inconclusive = small, poorly fitted or top-dose-only effect, or another doubt; inactive = no such curve, though single readings can be large; an effect the other way counts as inactive or inconclusive. Potency is read from the fitted curve at half-maximal effect. This is a subset, so the mix of outcomes need not match the whole.

Molecule	POLK inh	BLM helicase inh	Pol eta inh	POLB inh	BAZ2B inh	Anesthetic bind	G9a inh	APE1 inh	Pol iota inh
CN(CC(=O)Nc1cccc(F)c1)C(=O)CCc1nc2ccccc2c(=O)[nH]1	-25.1%	.	-10.6%	.	12.2%	.	44.7µM*	4.7%	21.8%
COCCn1c(=O)cnc2cnc(Nc3ccccc3)nc21	-0.8%[60.1 µM]	2.5%	.	.	.	.	-6.2%[0.501 µM]	-5.5%	.
COC(=O)c1cnc(NNS(=O)(=O)c2ccc(Cl)cc2)nc1C(F)(F)F	0.7%	-3.1%	-14.5%	-1.3%	-4.8%	0.5%	35.5µM*	-4.0%	-0.6%
CS(=O)(=O)N1CCC2(CCCN(c3ccccn3)C2)CC1	7.8%[60.1 µM]	-3.3%	.	.	.	.	-5.4%[12.7 µM]	0.8%	.
c1ccc(-c2ccccc2OCCCN2CCCCC2)cc1	-9.6%	-4.8%	-14.5%	7.5%	?	2.2%	8.91µM*	0.1%	13.3%
O=C(CCNC(=O)c1ccccc1Cl)NCC12CC3CC(CC(C3)C1)C2	-22.0%	5.4%	4.5%	0.1%[57.1 µM]	-2.6%	5.5%	7.5%	13.0%	26.0%
CN(C(=O)CSc1nnc2ccccn12)c1c(N)n(Cc2ccccc2)c(=O)[nH]c1=O	-17.8%	-12.5%	-6.3%	-26.3%	-0.7%	1.5%	35.5µM*	3.5%	9.5%
CCOc1cc(C(=O)Nc2ccc(S(=O)(=O)NC3=NCCCCC3)cc2)cc(Br)c1OC	-7.2%	.	-22.0%	.	6.1%	.	5.0%[0.501 µM]	-16.4%	83.7%[activator]
C/C(=N\Nc1c(F)c(F)c(Br)c(F)c1F)c1ccncc1	-0.2%	-3.8%	-20.7%	-2.4%	5.3%	?	?	-12.0%	116.6%[activator]
COc1ccc(CNC(=O)C2CCN(S(=O)(=O)c3cccc4cccnc34)CC2)cc1	.	3.1%	.	2.5%	-1.4%	2.0%	-21.2%	0.5%	.
N#Cc1c(NC(=O)CSc2nc3c(c(C(F)(F)F)n2)CCc2ccccc2-3)sc2c1CCCC2	1.7%	-2.5%	-10.1%	1.1%	9.3%	-7.4%	11.2µM*	-1.7%	30.4%[activator]
CCCCN(C(=O)c1cc(-c2ccco2)nc2ccccc12)c1c(N)n(CCC)c(=O)[nH]c1=O	79.4µM*	.	20µM*	.	?	.	-4.9%[12.7 µM]	?	25.1µM*
CCOC(=O)CN1C(=O)N[C@@H](c2ccccc2)[C@@H](C(=O)OC)[C@H]1C	-6.6%	-1.7%[12.4 µM]	-0.4%	.	.	.	.	-0.4%[12.4 µM]	14.6%
CCOC(=O)c1cc(-c2ccc(OC)cc2)n(CCC(=O)NCCc2ccc(OCC)c(OCC)c2)c1C	-13.6%[60.1 µM]	-5.6%	-4.1%	-12.9%	-0.9%	57.3%[activator]	-28.0%[59 µM]	.	-5.9%
O=C(c1ccccc1)C1CCN(c2ncccc2[N+](=O)[O-])CC1	-3.9%	-5.4%	-21.5%	0.1%	?	6.5%	?	-2.5%	64.5%[activator]
CC1(C)Cc2cccc(OCC(=O)Nc3cc(S(C)(=O)=O)ccc3Cl)c2O1	-4.1%	.	-0.5%	.	12.9%	.	?	-7.8%	1.5%
CC(C)CN1CCC(=O)N(CCSc2ccccc2)CC1	?	-4.7%	-13.0%	59.1%	37.6%[activator]	-11.6%	.	-5.5%	?
Cc1c(C(=O)NCc2cccs2)oc2ccc(S(=O)(=O)N3CCOCC3)cc12	2.1%	-3.1%	-18.3%	-1.3%	-2.5%	-6.6%	14.1%[59 µM]	-4.1%	30.8%[activator]
CC1=NN(c2ccc(S(=O)(=O)O)cc2C)C(=O)C1	-1.1%	-1.5%	?	-27.5%	56.2µM*	-3.0%	25.1µM*	?	47.1%[activator]
COc1ccc(-c2nn3c(=O)c(C)nnc3s2)cc1	-17.9%	-10.2%	-20.8%	?	4.8%	2.9%	3.0%	6.0%	?
COc1ccccc1OC(C)C(=O)Nc1ccc(S(=O)(=O)N2CCN(C)CC2)cc1 (stereo unspecified)	-1.1%	-3.0%	-11.7%	36.4%	0.9%	-4.6%	-6.3%	-3.4%	18.5%
COc1ccc(-c2noc(N3CCC(C(=O)NCCCN4CCCC(C)C4)CC3)n2)cc1 (stereo unspecified)	3.3%	-10.9%	-23.3%	-0.3%	-1.8%	-17.5%	.	3.5%	18.9%
CCc1ccccc1NC(=O)CN(C)C(=O)c1cc(C2CC2)nc2c1cnn2C(C)C	17.5%	.	-10.7%	.	-5.6%	.	14.2%[12.7 µM]	-8.8%	28.7%
CCc1ccc(C2c3[nH]c4ccccc4c3CCN2C(=O)CNC(N)=O)cc1 (stereo unspecified)	-4.9%	-10.1%	-3.0%	13.0%	-37.1%	-11.9%	?	-3.9%	134.5%[activator]

3 entries from above, ordered by the value under Pol eta inh, high to low:
compound	POLK inh	BLM helicase inh	Pol eta inh	BAZ2B inh	G9a inh	Pol iota inh
CCc1ccc(C2c3[nH]c4ccccc4c3CCN2C(=O)CNC(N)=O)cc1 (stereo unspecified)	-4.9%	-10.1%	-3.0%	-37.1%	?	134.5%[activator]
CCc1ccccc1NC(=O)CN(C)C(=O)c1cc(C2CC2)nc2c1cnn2C(C)C	17.5%	.	-10.7%	-5.6%	14.2%[12.7 µM]	28.7%
O=C(c1ccccc1)C1CCN(c2ncccc2[N+](=O)[O-])CC1	-3.9%	-5.4%	-21.5%	?	?	64.5%[activator]

Continuation:
Molecule	POLK inh	BLM helicase inh	Pol eta inh	POLB inh	BAZ2B inh	Anesthetic bind	G9a inh	APE1 inh	Pol iota inh
CS(=O)(=O)Nc1ccccc1C(=O)O	-13.9%	0.1%	-6.5%	14.4%	-4.6%	-1.3%	-26.3%[12.7 µM]	-0.1%	-7.7%
Cc1cc(Nc2ccc(C)c(Cl)c2)n2nc(-c3ccccc3)nc2n1	-5.6%	-4.4%	-6.8%	28.3%	0.5%	-0.2%	-1.5%[59 µM]	.	-1.1%
COc1cccc(N(CC(=O)NCCSc2ccc(Cl)cc2)S(C)(=O)=O)c1	-3.3%	-5.5%	-10.4%	-5.0%	-3.2%	-15.8%	11.5%	-3.7%	4.4%
C=CCn1c(O)c(N=NC(=S)Nc2ccccc2F)c2cc(S(=O)(=O)N3CCOCC3)ccc21	-12.0%	-8.0%	-9.3%	0.4%	-9.6%	?	?	-2.8%	183.6%[activator]
O=C(NCc1ccccc1Cl)C(=O)NCC1OCCCN1S(=O)(=O)c1cccs1 (stereo unspecified)	-12.2%	-4.0%	-6.3%	37.6%	?	-11.0%	.	-2.5%	14.0%
CC1=C(C)CC(C(=O)NCC(=O)c2ccccc2)C(C(=O)O)C1 (stereo unspecified)	4.3%	-1.0%	-11.7%	-1.5%	5.8%	-12.9%	?	-4.2%	11.0%
O=[N+]([O-])c1ccc(Cl)cc1N1CCCC1	-22.5%	-2.6%	-5.0%	43.7%[activator]	?	-16.9%	.	11.1%	-10.7%
Cc1c(Cl)cnc(NC(=O)COC(=O)c2ccc3ncsc3c2)c1Cl	-10.5%	-25.0%	?	-13.9%	50.1µM*	?	?	-4.0%	?
Cc1ccc(C(=O)N2CCN(S(=O)(=O)c3ccccc3)CC2)s1	-3.4%	.	-13.7%	.	5.7%	.	-5.6%	-1.3%	27.8%
O=[N+]([O-])c1ccc(Cl)c(/C=N/n2c(C3CCCCC3)n[nH]c2=S)c1	-5.6%	-5.9%	-8.9%	4.6%	-2.4%	-13.3%	?	-5.8%	28.6%
CCCc1ccc2c(N)c(C#N)sc2n1	-6.9%	-4.1%	-14.4%	1.1%	6.7%	-6.0%	26.3%	3.9%	16.9%
COc1ccccc1-c1cc(C(=O)Nc2c(C)nn(Cc3ccc(Cl)cc3)c2C)no1	-3.7%	-10.6%	-16.5%	2.9%	-8.6%	-8.9%	-9.6%[59 µM]	.	6.3%

Among those listed so far, two contain a cyano group:
Molecule	POLK inh	BLM helicase inh	Pol eta inh	POLB inh	BAZ2B inh	Anesthetic bind	G9a inh	APE1 inh	Pol iota inh
N#Cc1c(NC(=O)CSc2nc3c(c(C(F)(F)F)n2)CCc2ccccc2-3)sc2c1CCCC2	1.7%	-2.5%	-10.1%	1.1%	9.3%	-7.4%	11.2µM*	-1.7%	30.4%[activator]
CCCc1ccc2c(N)c(C#N)sc2n1	-6.9%	-4.1%	-14.4%	1.1%	6.7%	-6.0%	26.3%	3.9%	16.9%

Other entries follow:
Molecule	POLK inh	BLM helicase inh	Pol eta inh	POLB inh	BAZ2B inh	Anesthetic bind	G9a inh	APE1 inh	Pol iota inh
CCN(CC)c1ccc(C(=O)NNC(=O)CCNC(=O)c2ccccc2)cc1	-2.1%	.	-10.6%	.	10.6%	.	-6.2%[12.7 µM]	0.6%	11.1%
CCOC(=O)N1CCN(C(=O)CN(c2cc(Cl)ccc2OC)S(=O)(=O)c2ccccc2)CC1	-1.9%	-1.3%	-14.3%	31.7%	.	-16.5%	22.5%[59 µM]	3.8%	?
COc1ccccc1C1c2c(-c3ccc(Cl)cc3)n[nH]c2C(=O)N1c1ccc(C)cc1 (stereo unspecified)	-6.6%	-12.5%	-31.6%	1.0%	.	-4.6%	?	.	5.0%
O=C(NCC(c1ccco1)N1CCc2ccccc21)c1ccc([N+](=O)[O-])cc1 (stereo unspecified)	-3.0%	.	-13.8%	.	-6.7%	.	26.0%[2.33 µM]	-11.5%	3.7%
CC(C)C(OC(=O)c1ccco1)C(=O)NCc1ccc2c(c1)OCO2 (stereo unspecified)	-2.3%	-6.7%	-3.8%	10.4%	-4.0%	-4.1%	18.6%	11.4%	77.8%[activator]
Cc1ccc(SCC(=O)Nc2cccc(-c3nnc(-c4ccco4)o3)c2)cc1	-7.4%	-3.4%	-8.1%	6.4%	7.5%	-11.0%	28.1%[59 µM]	-7.1%	-0.6%
CS(=O)(=O)N1CCC2(CCN(c3ccccn3)CC2)CC1	10.1%[60.1 µM]	4.4%	.	.	.	.	3.0%[12.7 µM]	20.7%	.
N#CCSc1ccc(S(=O)(=O)N2CCOCC2)cn1	-2.6%	.	-20.9%	.	.	.	.	-2.5%	-16.6%
COc1ccc(COC(=O)N/N=C(\C)CC(=O)Nc2ccc(Cl)cn2)cc1	2.4%	0.5%	-13.2%	32.0%	-13.7%	-11.2%	.	7.4%	-0.8%
CCCCCNC(=O)CCCCCn1c(=O)[nH]c2ccsc2c1=O	-24.1%	1.9%	-10.4%	-19.2%	2.0%	-1.8%	0.0%[59 µM]	.	-13.6%
